# Compound activity (PubChem)
# D2 antagonist = HTS Assay for Allosteric Antagonists of the Human D2 Dopamine Receptor: Primary Screen for Antagonists; D(2) dopamine receptor (Homo sapiens), P14416; HEK293 TREx D2 cells, calcium flux, dopamine EC80; inhibition, % at 10 µM; actives 2% (n = 340,000); AID 485344, 2010; in the data active = inhibition above about 30%; note: 0% is about no effect
# Target sequence (P14416 whole entry, looked up): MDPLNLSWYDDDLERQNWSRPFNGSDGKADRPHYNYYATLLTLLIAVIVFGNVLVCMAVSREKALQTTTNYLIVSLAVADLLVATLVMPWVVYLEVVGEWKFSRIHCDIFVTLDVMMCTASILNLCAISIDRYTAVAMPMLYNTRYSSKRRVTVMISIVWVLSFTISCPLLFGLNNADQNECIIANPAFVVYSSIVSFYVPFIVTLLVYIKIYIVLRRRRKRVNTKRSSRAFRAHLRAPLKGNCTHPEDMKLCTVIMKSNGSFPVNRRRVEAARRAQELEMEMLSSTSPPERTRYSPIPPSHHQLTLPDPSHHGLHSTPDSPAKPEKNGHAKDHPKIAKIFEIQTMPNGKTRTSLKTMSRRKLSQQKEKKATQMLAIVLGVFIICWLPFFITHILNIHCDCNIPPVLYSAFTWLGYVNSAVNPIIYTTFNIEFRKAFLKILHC
#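 Tetracycline-induced HEK293 T-REx cells expressing D2 force-coupled to calcium signalling were dye-loaded, exposed to compound for 180 s, then challenged with an EC80 of dopamine; calcium flux was followed kinetically for a further 180 s.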
# TRHR PAM = qHTS for Small Molecule Agonists and Allosteric Enhancers of Human TRH Receptor: Primary Screen for Enhancers. actives 0.66% (n = 360,000). TRHR cells, fluo-8 calcium fluorescence, EC20 TRH enhancement. AID 493056, 2011. Thyrotropin-releasing hormone receptor (Homo sapiens), P34981. enhancement, % at 2 µM; in the data active = enhancement above about 30%; note: 0% is about no effect
# Target sequence (P34981 whole entry, looked up): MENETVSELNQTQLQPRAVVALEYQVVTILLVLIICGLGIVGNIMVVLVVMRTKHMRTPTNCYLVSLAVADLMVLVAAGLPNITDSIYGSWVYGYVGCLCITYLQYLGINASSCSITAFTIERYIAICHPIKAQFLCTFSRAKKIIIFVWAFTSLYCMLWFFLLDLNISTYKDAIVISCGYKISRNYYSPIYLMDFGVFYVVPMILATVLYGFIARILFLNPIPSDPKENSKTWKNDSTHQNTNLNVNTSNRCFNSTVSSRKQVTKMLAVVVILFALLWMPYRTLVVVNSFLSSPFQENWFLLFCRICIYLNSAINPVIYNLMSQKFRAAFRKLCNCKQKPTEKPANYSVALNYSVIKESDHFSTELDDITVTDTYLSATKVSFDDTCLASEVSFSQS
#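 TRHR-expressing cells loaded with fluo-8 calcium dye were read kinetically (ex 480/em 530) during compound addition, then stimulated with an EC20 of TRH (10 nM final). Enhancement of the Gq-mediated intracellular calcium response was scored.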
# RXFP1 antag = qHTS Assay for Antagonists of the Relaxin Receptor RXFP1; Relaxin receptor 1 (Homo sapiens), Q9HBX9; HEK293-RXFP1, relaxin-stimulated cAMP HTRF, 30 min; active compounds read low; activity change, negative = inhibition, % at 57.5 µM; actives 0.59% (n = 350,000); AID 1259400, 2018;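 active = activity change of -60% or lower, but not beyond a set lower limit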; note: % is set by controls: 0 for no effect and ±100 for the full control effect
# D2 potentiator = HTS Assay for Positive Allosteric Modulators of the Human D2 Dopamine Receptor: Primary Screen for Potentiators. D(2) dopamine receptor (Homo sapiens), P14416. HEK293 T-REx D2, calcium flux, EC20 dopamine potentiation. potentiation, % at 10 µM. actives 0.34% (n = 340,000);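 active = potentiation over 3 SD above the plate norm, cut at about 30% in these data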; note: 0% is about no effect
#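 Potentiation of an EC20 dopamine calcium response measured kinetically over 180 s, after a preceding 180 s compound-only read flagging agonists. Cells: inducible Hek293 Trex D2 line, 4000/well, cultured overnight at 30 C before dye loading.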
# D1 antagonist = Antagonist of Human D 1 Dopamine Receptor: qHTS; HEK293 TREx D1 cells, calcium flux, dopamine EC80; active compounds read low; activity change, negative = inhibition, % at 10 µM; actives 3.2% (n = 360,000); in the data active = activity change below about -30%; note: % is set by controls: 0 for no effect and ±100 for the full control effect
#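 Compound effects on dopamine-evoked calcium signalling were measured in tetracycline-induced HEK293 Trex D1 cells. Dopamine at EC80 followed a 180 s compound pre-read, and fluorescence was tracked kinetically for 180 s more.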
# D1 potentiator = Potentiators of Human D1 Dopamine Receptor: qHTS. HEK293 TREx D1 cells, calcium flux, dopamine EC20 potentiation. potentiation, % at 10 µM. actives 0.036% (n = 360,000). AID 504651, 2011. D(1A) dopamine receptor (Homo sapiens), P21728; in the data active = potentiation above about 30%; note: 0% is about no effect
# D2 ag = HTS Assay for Allosteric Agonists of the Human D2 Dopamine Receptor: Primary Screen for Agonists | activation, % at 2 µM | AID 485358, 2010 | HEK293 T-REx D2 cells, calcium flux agonist mode | D(2) dopamine receptor (Homo sapiens), P14416 | actives 0.53% (n = 340,000);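 active = activation over 3 SD above normal in the single-dose calcium agonist read, cut at about 30% in these data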; note: 0% is about no effect
#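 Tetracycline-induced HEK293 Trex cells with D2 receptor force-coupled to calcium signaling, plated overnight at 30 C and loaded with no-wash calcium dye. Calcium flux read kinetically for 180 s after compound addition; responses flag agonists.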
# TRHR agonist = qHTS for Small Molecule Agonists and Allosteric Enhancers of Human TRH Receptor: Primary Screen for Agonists; TRHR cells, calcium flux fluo-8, FDSS agonist mode; activation, % at 2 µM; actives 0.18% (n = 360,000); AID 493084, 2011; note: 0% is about no effect
#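 Agonist-mode FDSS calcium read (Ex 480/Em 530, 1 s cycles) in 1536-well TRHR cells with fluo-8 dye, after 10-cycle baseline and 23 nL compound addition; TRH at EC20 (10 nM final) added afterwards for the enhancer phase.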
# D1 ag = Allosteric Agonists of the Human D1 Dopamine Receptor: qHTS. actives 1% (n = 360,000). D(1A) dopamine receptor (Homo sapiens), P21728. HEK293 T-REx D1 cells, calcium flux, agonist mode. AID 504660, 2011. activation, % at 2 µM; note: 0% is about no effect
#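 Inducible HEK293 T-REx D1 cells, force-coupled to calcium signalling, were plated at 4000 cells/well with tetracycline and held overnight at 30 C. After no-wash calcium dye loading, compound-evoked calcium rise over 180 s flagged agonists.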
# An asterisk follows results filed as active; x = not tested or not shown; & = joins results of further samples. Cut-off read from the data, not from the text of the source, unless noted: active = activation above about 30%; inactive = the rest.
Structure,D2 antagonist,TRHR PAM,RXFP1 antag,D2 potentiator,D1 antagonist,D1 potentiator,D2 ag,TRHR agonist,D1 ag
COc1ccc(-c2ccc(N(C)C)cc2)cc1[C@H]1[C@@H]2C=CCC[C@@]2(C)C(=O)N1Cc1ccccc1,9,2,x,3,42,-3,0.1,0.5,1
COc1ccc(N2CC(C(=O)NCCc3ccc(Cl)cc3)CC2=O)c(OC)c1 (stereo not drawn),-2,-4,-15,-2,7,4,1.5,-0.2,-1
COC(=O)c1cc(NC(=O)c2cccc([N+](=O)[O-])c2C)ccc1Cl,-21,-1,7,0,-7,-3,0.5,1.8,6
Cc1ccc(C(=O)OC(C)C(=O)NC2CCCCC2C)cc1S(=O)(=O)N1CCCCC1 (stereo not drawn),-9,-11,3,-5,11,4,0.0,-1.3,3
CC(/C=C/c1ccccc1)=N/NC(=O)CCC(=O)Nc1ccccc1C,-2,6,6,7,5,-5,-1.9,-1.5,2
Cc1oc2c(C)c3oc(=O)c4c(c3cc2c1C)CCC4,-23,-2,0,5,0,-2,0.2,0.4,2
CNC(=O)c1ccccc1NC(=O)c1c(O)c2c([nH]c1=O)CCCC2,-24,1,0,-5,15,-6,0.4,-0.5,1
CC(=O)c1ccc(S(=O)(=O)N2CCN(C(=O)CCC3CCCC3)CC2)cc1,-5,12,-5,8,-4,3,-1.0,-1.5,0
CCCCCCc1c(C)c2c(cc(C)c3c(C)c(C)oc32)oc1=O,x,3,0,5,4,1,-1.2,-1.5,2
CCOC(=O)C1CCN(C(=O)COc2cc(C)c(Br)c(C)c2)CC1,19,-5,7,1,-13,7,-2.1,0.2,3
Cc1cc(NS(=O)(=O)c2ccc(NC(=O)c3cnc(Cl)c(Cl)c3)cc2)nc(C)n1,-3,-3,-10,10,-5,7,-0.5,1.4,4
COc1ccccc1NC(=O)c1ccc(S(=O)(=O)N2CCCC(C)C2)cc1 (stereo not drawn),x,10,6,x,12,-2,x,1.3,5
CCC(=O)Nc1c(C)ccc2nsnc12,4,6,-16,9,-9,-8,0.3,0.3,4
CCOC(=O)c1sc(N)nc1C(C)C,-5,11,3,5,5,-6,-0.2,-1.8,0
CC(Oc1cc2oc(=O)c3c(c2cc1Cl)CCC3)C(=O)NCCN1CCOCC1 (stereo not drawn),-3,1,5,-3,18,6,1.4,-0.4,1

# An excerpt from above, reduced to D1 antagonist.
molecule | D1 antagonist
CC(Oc1cc2oc(=O)c3c(c2cc1Cl)CCC3)C(=O)NCCN1CCOCC1 (stereo not drawn) | 18
CC(/C=C/c1ccccc1)=N/NC(=O)CCC(=O)Nc1ccccc1C | 5
COc1ccc(N2CC(C(=O)NCCc3ccc(Cl)cc3)CC2=O)c(OC)c1 (stereo not drawn) | 7

# Continued.
Structure,D2 antagonist,TRHR PAM,RXFP1 antag,D2 potentiator,D1 antagonist,D1 potentiator,D2 ag,TRHR agonist,D1 ag
C=C(C)Cn1c(SCC#N)nc2ccccc2c1=O,-6,-1,2,-3,5,-1,0.5,-0.7,1
O=C(CN(C(=O)CNC(=O)c1cccs1)c1ccccc1F)NC1CCCC1,-6,-5,-2,-5,-29,x,-1.3,0.3,7
COc1ccc(CN2CCN(CCSc3ccc(C)cc3)CC2)c(OC)c1OC,7,-7,-3,-5,1,-8,-0.7,-0.6,-3
CC1CCCN(Cc2c(O)ccc3c(=O)c(Oc4ccccc4Cl)c(C(F)(F)F)oc23)C1 (stereo not drawn),x,5,4,6,-5,-2,0.4,0.6,2
O=C(NC1CCCC1)C(=O)N(Cc1cccnc1)C(C(=O)NCC1CCCO1)c1ccco1 (stereo not drawn),-7,5,4,2,7,1,0.1,0.1,4
CCOC(=O)c1ccc(NC(=O)c2ccc(-c3cccc(Cl)c3C)o2)cc1,x,3,x,-3,-6,0,-0.4,0.8,2
CCOc1cc(CNc2ccc3cn[nH]c3c2)ccc1OC,9,2,3,-9,-13,-3,0.0,0.3,2
Cc1ccccc1CN1CCN(Cc2ccc3cccc(F)c3n2)CC1CCO (stereo not drawn),-2,-1,12,3,-2,-1,0.1,-0.2,2
CCOc1ccc(OCC(=O)OC(C)C(=O)Nc2ccc(Cl)cn2)cc1 (stereo not drawn),10,-10,0,-9,-5,-3,-0.9,-0.6,11
CS(=O)(=O)NCCSCc1c(F)cccc1Cl,8,-3,-5,14,-10,-1,-0.3,-0.2,3
O=C(Nc1ccc2nc3n(c(=O)c2c1)CCCCC3)c1ccccc1[N+](=O)[O-],30*,-10,0,-5,-14,-5,-2.8,-1.0,0
O=C(CCCCC(=O)N1CCN(c2ccccc2)CC1)N1CCN(c2ccccc2)CC1,-20,-6,x,-12,-17,0,8.6,-0.3,3
Cc1c2cnn(CC(=O)NCCN3CCOCC3)c(=O)c2c(C)n1Cc1ccc(F)cc1,5,-7,0,1,22,-6,-0.4,0.0,1
COc1ccc(NC(=O)C23CCC(C2)C(C)(C)C3=O)cc1 (stereo not drawn),x,4,4,3,8,-2,x,-0.2,-1
CC1CCCCN1C(=O)CCS(=O)(=O)c1cc2c(cc1Cl)NC(=O)CO2 (stereo not drawn),24,4&-10,-4,2&3,10&-12,-6&-3,1.0&0.1,0.3&0.6,4&3

Structure,D2 antagonist,TRHR PAM,RXFP1 antag,D2 potentiator,D1 antagonist,D1 potentiator,D2 ag,TRHR agonist,D1 ag
O=C(NC1CCS(=O)(=O)C1)c1sc2ccccc2c1Cl (stereo not drawn),11,0,1,-4,-13,-8,4.3,-0.2,1
CCCCn1c(SCC(=O)OCC)nnc1-c1ccoc1C,-4,24,-2,11,0,1,-0.4,-2.5,4
O=C(O)/C=C/C(=O)Nc1ccc(OCc2ccccc2)cc1,-2,4,-7,1,-2,-4,-0.2,0.3,3
CCCCC(CC)CNC(=O)c1ccc(Cn2c(=O)[nH]c3cc(OC)c(OC)cc3c2=O)cc1 (stereo not drawn),x,8,-19,4,-7,0,0.1,1.2,4
COc1ccccc1P(=O)(Cc1ccccc1)c1ccccc1 (stereo not drawn),1,-9,-4,-9,4,-11,-1.2,0.5,1
CCOc1cc(CNCC(O)c2ccccc2)cc(Cl)c1OC (stereo not drawn),-9,-6,2,-14,0,-4,-0.1,0.1,15
CC(=O)c1cc2c(cc1NC(=O)Cn1nc(C)c(C)c(C#N)c1=O)OCO2,12,13,-2,-4,-3,-3,0.1,-0.1,1
Cc1ccccc1-n1nc(CSc2nc3ccccc3[nH]2)c(-c2ccccc2)c1N,-5,0,-11,-2,-8,-10,0.2,-0.8,4
CC(C)(C)C(=O)Nc1nc(NC(=O)C(C)(C)C)nc(-c2ccccc2Cl)n1,-3,3,-1,-1,1,1,-0.5,-0.3,2
CCC1(c2ccccc2)NC(=O)N(Cc2cccc([N+](=O)[O-])c2)C1=O (stereo not drawn),-7,-8,-2,-2,15,-1,0.1,-0.1,-2
COc1cccc2c(Cl)c(CCCl)c(C)nc12,-9,-1,-12,-1,1,-4,0.5,0.0,1
CC(NC(=O)COC(=O)CCNC(=O)c1ccco1)C12CC3CC(CC(C3)C1)C2 (stereo not drawn),6,4,1,-5,-9,-1,-0.9,-0.1,-1
O=C(CN1C(=O)S/C(=C/c2cccn2-c2ccc(O)cc2)C1=O)N1CCCC1,-6,3,-3,-1,-4,x,-2.6,0.6,7
Cn1nnnc1SCc1csc(Nc2ccccc2)n1,-2,5,-6,11,-10,-4,0.6,0.1,3
Oc1ccc(N=Nc2n[nH]c(-c3ccc(Cl)cc3)n2)cc1,-9,28,x,-6,8,0,0.8,-0.3,0

Structure,D2 antagonist,TRHR PAM,RXFP1 antag,D2 potentiator,D1 antagonist,D1 potentiator,D2 ag,TRHR agonist,D1 ag
O=C(OCc1ccccc1)N1CCOCCOCCN(C(=O)OCc2ccccc2)CCOCCOCC1,7,2,-9,8,-2,0,0.2,-0.2,17
O=C1C2C3C=CC(C3)C2C(=O)N1c1nc2ccccc2s1 (stereo not drawn),1,5,11,2,-4,-1,0.4,0.0,1
COCCN(CC(=O)Nc1cccc(C)c1C)C(=O)c1cc(S(=O)(=O)N2CCCC2)ccc1C,1,-9,-13,-3,5,3,-0.1,-0.5,3
O=C(OC[C@H]1O[C@@H](OC(=O)c2cc(O)c(O)c(OC(=O)c3cc(O)c(O)c(O)c3)c2)[C@H](OC(=O)c2cc(O)c(O)c(OC(=O)c3cc(O)c(O)c(O)c3)c2)[C@@H](OC(=O)c2cc(O)c(O)c(OC(=O)c3cc(O)c(O)c(O)c3)c2)[C@@H]1OC(=O)c1cc(O)c(O)c(OC(=O)c2cc(O)c(O)c(O)c2)c1)c1cc(O)c(O)c(OC(=O)c2cc(O)c(O)c(O)c2)c1,-4,-3,x,-2,-9,-3,-2.0,-0.8,1
COc1ccc(/C=N/NC(=O)c2ccc(O)cc2O)cc1CSc1ccccn1,19,-18,-10,-15,-5,-2,39*,0.6,3
CN(c1ccccc1)S(=O)(=O)c1ccc(C(=O)NCc2cccs2)cc1,-10,-4,-4,-5,-6,-3,-1.5,0.3,9
Cc1sc2ncnc(N3CCN(c4ncccn4)CC3)c2c1C,14,-5,-31,10,-8,0,0.3,-0.9,-1
NC(=S)NN=C1c2ccccc2-c2ccccc21,16,-1,-4,4,-16,-2,0.4,0.7,3
CCCSc1ncc(Cl)c(C(=O)N(Cc2ccc(Cl)cc2)Cc2ccco2)n1,x,-10,-15,-10,-17,0,4.0,4.4,29
Nc1nc(SCc2nc(-c3ccccc3)no2)[nH]c(=O)c1-c1ccccc1,-4,1,-8,5,-4,-13,0.0,-0.2,4
COc1cccc(CN2CCNC(=O)C2CC(=O)N(C)Cc2cnccn2)c1OC (stereo not drawn),5,-3,-5,-5,8,-3,0.3,0.3,3
CCOc1ccc(NC(=O)COc2ccccc2)c([N+](=O)[O-])c1,-2,2,-2,-2,-6,-2,-1.6,-1.5,2
Cc1ccc(NC2c3ccccc3C(=O)N2CCN2CCOCC2)cc1 (stereo not drawn),22,4,-3,-2,14,x,0.4,0.1,3
Cc1ccc(NC(=O)COC(=O)CCc2c[nH]c3ccccc23)cc1[N+](=O)[O-],11,4,-4,6,-16,-1,-0.1,-0.3,6
